ALOX12 inhib: qHTS Assay for Inhibitors of 12-hLO (12-human lipoxygenase) | Polyunsaturated fatty acid lipoxygenase ALOX12 (Homo sapiens), P18054 | purified 12-hLO, xylenol orange hydroperoxide absorbance | Potency, µM (doses to about 57.1 µM), without a hit: top-dose activity change, negative = inhibition, actives largely listed as inhibitors | actives 0.12% (n = 150,000); note: potency is the fitted concentration of half-maximal effect; nearly all actives have a fitted effect of over 55% in size; many of its hits are not listed in these tables
Target sequence (P18054 whole entry, looked up): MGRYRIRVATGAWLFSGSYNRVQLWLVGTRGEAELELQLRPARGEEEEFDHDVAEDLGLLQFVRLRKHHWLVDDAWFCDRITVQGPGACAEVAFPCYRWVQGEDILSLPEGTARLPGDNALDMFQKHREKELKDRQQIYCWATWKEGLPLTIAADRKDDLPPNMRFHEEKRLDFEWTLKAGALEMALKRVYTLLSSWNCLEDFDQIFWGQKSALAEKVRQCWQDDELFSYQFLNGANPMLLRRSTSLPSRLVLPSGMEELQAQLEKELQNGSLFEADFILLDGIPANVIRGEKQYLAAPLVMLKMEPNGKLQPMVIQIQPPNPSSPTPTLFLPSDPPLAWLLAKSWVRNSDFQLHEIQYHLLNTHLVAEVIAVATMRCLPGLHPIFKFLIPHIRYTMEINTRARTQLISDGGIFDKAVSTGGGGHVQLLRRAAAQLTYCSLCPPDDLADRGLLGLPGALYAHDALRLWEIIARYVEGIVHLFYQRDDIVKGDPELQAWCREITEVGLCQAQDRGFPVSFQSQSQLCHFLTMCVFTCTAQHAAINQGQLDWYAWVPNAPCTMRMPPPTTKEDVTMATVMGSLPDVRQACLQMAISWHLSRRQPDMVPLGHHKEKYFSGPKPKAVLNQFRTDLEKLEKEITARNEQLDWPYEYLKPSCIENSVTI
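Purified human 12hLO (150 nM final) was preincubated with compounds for 15 min at room temperature in 25 mM Hepes pH 7.0, 0.01% Triton X-100, then reacted with 40 uM arachidonic acid for 30 min. Hydroperoxide was detected with ferrous iron/xylenol orange.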
15-hLO-2 inh: qHTS Assay for Inhibitors of 15-hLO-2 (15-human lipoxygenase 2) | Polyunsaturated fatty acid lipoxygenase ALOX15B (Homo sapiens), O15296 | actives 0.56% (n = 110,000) | purified 15hLO-2, xylenol orange hydroperoxide absorbance | Potency, µM (series often up to 57.1 µM), for the others: top-dose activity change, negative = inhibition, usual class: inhibitors; note: potency is the fitted concentration of half-maximal effect; nearly all actives have a fitted effect of over 60% in size; many of its hits are not listed in these tables
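Purified human 15hLO-2 (50 nM final) preincubated with compounds 15 min at room temperature in 25 mM Hepes pH 7.5, 0.01% Triton X-100, then 45 uM arachidonic acid added for 90 min; hydroperoxide detected via ferrous/xylenol orange, 573/405 nm absorbance ratio.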
IMPase cell inh: qHTS Assay for Identifying the Cell-Membrane Permeable IMPase Inhibitors. inhibition (IP1 accumulation), % at 46.1 µM. CHO-M1 cells, IP1 accumulation, HTRF TR-FRET ratio. Inositol monophosphatase 1 (Rattus norvegicus), P97697. 120,000 tested, under 10 active. AID 901, 2007; active = well fitted curve in the direction sought with a large enough effect in the signal ratio, not every such curve was filed as active; inconclusive = small, poorly fitted or top-dose-only effect, or a change in a side signal; inactive = no such curve, though single readings can be large or run the other way; the % refers to the signal ratio;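 note: cells stimulated with carbachol in lithium chloride buffer; plate controls were DMSO basal wells for no effect and reference inhibitor wells for full effect; higher means more IMPase inhibition seen as more IP1 and lower FRET ratio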
Target sequence (P97697 whole entry, looked up): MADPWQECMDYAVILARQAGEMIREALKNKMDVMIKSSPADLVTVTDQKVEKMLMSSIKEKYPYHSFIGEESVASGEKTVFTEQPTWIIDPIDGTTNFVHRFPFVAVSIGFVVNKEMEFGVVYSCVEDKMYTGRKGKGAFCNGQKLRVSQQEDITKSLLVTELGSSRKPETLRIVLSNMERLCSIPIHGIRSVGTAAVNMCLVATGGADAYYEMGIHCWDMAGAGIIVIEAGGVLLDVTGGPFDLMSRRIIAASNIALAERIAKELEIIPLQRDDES
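Seeded CHO-M1 cells were dosed with compound at up to 46 uM, stimulated with carbachol for 30 min, then lysed in IP-One detection reagents. Higher IP1 lowers the TR-FRET signal.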
PNC assembly inh: High Content Assay for Compounds that inhibit the Assembly of the Perinucleolar Compartment; PC3M PTB-GFP, PNC prevalence imaging, 16 h; stronger effect = lower value; activity change (PNC), negative = inhibition, % at 10 µM; actives 3.1% (n = 140,000);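 active = readout at or below -70, meaning at least 70% loss of cells showing the perinucleolar compartment, a nuclear body marking cancer cells; inconclusive = readout between -30 and a set limit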;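 note: plate controls were DMSO wells for no effect and camptothecin positive control wells for full effect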
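Read-out is percentage of cells bearing a perinucleolar compartment, from automated 20x imaging of fixed, Hoechst-stained PC3M PTB-GFP cells. Cells were seeded 4 h, then exposed 16 h to compound (23 nl of library stock) in duplicate plates.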
The depositor's hits bear a star; u = inconclusive; x = not tested or not shown; & = joins results of further samples; [ ] = dose if it differs, or a comment. Unless noted, calls come from the whole dose curve; as a rule, active = well fitted curve in the direction sought with a large enough effect; inconclusive = small, poorly fitted or top-dose-only effect, or another doubt; inactive = no such curve, though single readings can be large; an effect the other way counts as inactive or inconclusive. Unless noted, % is set by controls: 0 for no effect and ±100 for the full control effect. This is a subset. The share of hits here may be higher or lower than overall.

SMILES | ALOX12 inhib | 15-hLO-2 inh | IMPase cell inh | PNC assembly inh
c1ccc2cc(CC3=NCCN3)ccc2c1 | 1.2%&-4.1% | 7.7%[11.4 µM] | -2.5[1.84 µM] | u
CCOc1ccc(C2SCC(=O)Nc3c2c(=O)[nH]n3C2CCCCCC2)cc1 (stereo not given) | -9.8% | 5.7% | u | u
COc1c2c(c(CC=C(C)C)c3oc(=O)c(-c4ccc(O)cc4)c(O)c13)OC(C)(C)C=C2 | 2.0% | -19.2% | x | x
O=C1CN=C(c2ccc(Br)cc2)c2oc3ccccc3c2N1 | 3.8% | -14.7% | 6.4 | 21.7
Nc1c(C(=O)NCCCc2ccccc2)c2nc3ccccc3nc2n1Cc1cccs1 | -6.6% | -1.3% | 1.4 | 38.9
Cc1c(C(c2ccccc2Cl)c2c(O)c3ccccc3oc2=O)c(=O)n(-c2ccccc2)n1C (stereo not given) | -0.7% | x | -14.3 | -8.4
FC(F)(F)c1cccc(-n2nnnc2C2(N3CCOCC3)CCCCC2)c1 | 2.1% | -14.7% | 3.2 | 6.1
S=C1NCCN1 | 0.2%&-1.2% | 5.7% | x | -84.5*
Nc1cccc(N=Cc2c(O)n(Cc3ccc(F)cc3)c(=O)[nH]c2=O)c1 | 0.9% | x | 8.1 | 20.7
COc1cc(/C=N/NC(=O)CN2CC(c3ccccc3)CC2=O)ccc1OC(=O)N(C)C (stereo not given) | -0.3% | -8.0% | -8.6 | -13.1
CCCCSP(=O)(SCCCC)SCCCC | 3.4% | -5.9% | x | x
O=c1[nH]c(=S)n(-c2ccc(Br)cc2)c(O)c1C=Nc1ccc(N2CCOCC2)cc1 | -5.0% | x | x | 3.4
COc1ccc(C2=NCC(=O)N(CC(=O)NCc3ccco3)c3sc4c(c32)CCCC4)cc1OC | -5.1% | -3.5%[11.4 µM] | 1.7[1.84 µM] | 4.8
CC1CCCN(C(=O)CCl)C1 (stereo not given) | -0.3% | x | x | -116.0*
CCOc1ccc(-n2c(O)c(C=Nc3ccc(N4CCOCC4)cc3)c(=O)[nH]c2=O)cc1 | -1.4% | -7.4% | -3.7 | u
NC(N)=Nc1ccc2[nH]c3c(c2c1)C[C@]1(O)[C@@H]2Cc4ccc(O)c5c4[C@]1(CCN2CC1CC1)[C@H]3O5 | u | u | 20.1 | x
CCC(=NCc1ccco1)c1c(O)n(-c2ccc(OC)cc2)c(=O)[nH]c1=O | 2.6% | 1.2% | 3.3 | u
COC(=O)N(c1ccc(OC)cc1)P1(=S)OCCC(C)O1 (stereo not given) | -2.0% | -5.2%[2.29 µM] | -13.0 | u
O=C1CC2OCC=C3CN4CC[C@]56c7ccccc7N1[C@H]5[C@H]2C3C[C@H]46 (stereo not given in full) | -1.9% | 7.2% | -1.5 | x
CC1=C2C(=O)[C@@H]3[C@@H](CC=C4C[C@@H](O)CC[C@@]43C)[C@H]2CC[C@@]12O[C@H]1C[C@H](C)CN[C@H]1[C@@H]2C | -0.8%[11.4 µM] | -1.4%[11.4 µM] | x | x
N#CC1=C(N)Oc2c(c(=O)oc3ccccc23)C1c1ccncc1 (stereo not given) | -7.7% | 4.2% | -9.2 | -17.7
Oc1c(Br)cc(Br)cc1CN1CCN(Cc2ccccc2)CC1 | -4.1% | 20.7% | 1.5 | u
COC(=O)CC1(Cc2ccccc2)C(=O)NC(=O)NC1=O | 12.1% | 4.8% | -9.8 | u
CC1CCN(C(=O)c2ccc(N3CC4CC(C3)c3cccc(=O)n3C4)c([N+](=O)[O-])c2)CC1 (stereo not given) | 0.4% | x | 3.3 | 0.9
Nc1ccc(-c2ccc(N)cc2)cc1 | -3.2% | -22.4% | x | x
CSC([N-]/N=C/c1cccc(C)n1)=[S]=[Cu].CS[C@H]([S-])[N-]/N=C/c1cccc(C)n1 | u | 3.16µM* | x | x
CN1CCc2cc3c(cc2C1O)OCO3 (stereo not given) | -2.9% | -2.7% | x | x
NC12CN3CN(CN(C3)C1)C2 (tested in a mixture with another compound) | 1.6% | -2.3% | 1.8 | 9.4
CN1C(=O)/C(=C/c2cccn2-c2ccc3ccccc3c2)C(=O)NC1=S | u | u | 17.0 | 5.1
Cc1ccc(S(=O)(=O)Cc2ccc(C(=O)N3CCC4(CC3)OCCO4)o2)cc1 | 14.3% | 8.9% | 3.7 | -1.7
CCNCC | 1.4% | 6.1% | x | x
CC(=Nc1ccc2c(c1)CCC2)c1c(O)n(C2CCCCC2)c(=O)[nH]c1=O | -13.9% | -2.8% | -9.7 | 28.2
C=C(C)Cn1c(=O)n(CC2CS2)c2ccccc21 (stereo not given) | -2.3% | x | x | 31.0
CCN(CC)c1ccc(N=Cc2c(O)n(-c3cc(OC)ccc3OC)c(=O)[nH]c2=O)cc1 | -9.2% | -10.9% | -5.4 | 17.3
CCCCNC(=O)Nc1ccc(C(O)(C(=O)OCC)C(F)(F)F)cc1 (stereo not given) | -6.5% | -5.9% | -3.7 | u
C[N+]1(C)CCO[C@](O)(c2ccc(-c3ccc([C@]4(O)C[N+](C)(C)CCO4)cc3)cc2)C1 | 3.1%[25.6 µM] | 10.0%[25.6 µM] | -4.3[20.6 µM] | x
CCN1C(=O)NC(=O)/C(=C/c2cc(C)n(-c3sc(C)c(C)c3C#N)c2C)C1=O | 1.9% | x | x | u
CN(C)c1cc(N)c2c(n1)CCC2 (tested in a mixture with another compound) | -0.7% | -0.8% | -10.8 | u
O=C(O)[C@@H](Br)[C@H](Br)C(=O)O | 0.9%[11.4 µM] | -6.5%[11.4 µM] | x | x
Cn1c(=O)c2nncnc2n(C)c1=O | -7.1% | x | x | 3.1

No new results follow: 6 of the compounds above.
SMILES | ALOX12 inhib | 15-hLO-2 inh | IMPase cell inh | PNC assembly inh
N#CC1=C(N)Oc2c(c(=O)oc3ccccc23)C1c1ccncc1 (stereo not given) | -7.7% | 4.2% | -9.2 | -17.7
Oc1c(Br)cc(Br)cc1CN1CCN(Cc2ccccc2)CC1 | -4.1% | 20.7% | 1.5 | u
COC(=O)CC1(Cc2ccccc2)C(=O)NC(=O)NC1=O | 12.1% | 4.8% | -9.8 | u
CC1CCN(C(=O)c2ccc(N3CC4CC(C3)c3cccc(=O)n3C4)c([N+](=O)[O-])c2)CC1 (stereo not given) | 0.4% | x | 3.3 | 0.9
Nc1ccc(-c2ccc(N)cc2)cc1 | -3.2% | -22.4% | x | x
CSC([N-]/N=C/c1cccc(C)n1)=[S]=[Cu].CS[C@H]([S-])[N-]/N=C/c1cccc(C)n1 | u | 3.16µM* | x | x

The listing continues:
SMILES | ALOX12 inhib | 15-hLO-2 inh | IMPase cell inh | PNC assembly inh
CC(=O)N1CCN(c2ccc(N=Cc3c(O)n(-c4ccc(Cl)cc4)c(=O)[nH]c3=O)cc2)CC1 | -8.1% | -5.4% | -0.4 | u
O=C1C2CCN(CC2)[C@@H]1Cc1ccc2ccccc2c1O | 3.3% | 14.7%[2.29 µM] | 18.5 | -7.8
CCCN[C@@H]1CCc2c(OC)cccc2[C@@H]1C | -0.9% | 15.1% | 7.4 | x
CCC1CCCCN1CC(=O)c1ccc(OC(F)F)cc1 (stereo not given) | -7.7% | x | -3.7 | u
O=C(NC[P+](=O)O)OCc1ccccc1 | 2.2% | -1.2% | 4.7 | 32.5
Cn1c(O)c(/C=N/c2ccccn2)c(=O)n(C)c1=O | 0.4% | -3.8% | -10.5 | u
OC1(c2cccnc2)CC2CCC(C1)N2Cc1nnnn1Cc1ccccc1 (stereo not given) | -4.0% | 14.2% | 6.9 | u
C(CCOCC1CO1)COCC1CO1 (stereo not given) | 0.3% | -4.4% | x | x
N#Cc1cccc(NC(=O)N2CCCC3(CCN(C(=O)Oc4ccccc4)CC3)C2)c1 | 1.2% | 8.7% | x | x
O=C(COc1ccc(Br)cc1)N1CCN(Cc2ccncc2)CC1 | -3.9% | -8.2% | -5.2 | 21.9
O=C(Cn1cnc2ccccc2c1=O)NCC(=O)N1CCC2(CC1)OCCO2 | -0.2% | 0.9% | 6.9 | u
Cc1cc(C)n2nc(SC(C)C(=O)N3CCC4(CC3)OCCO4)nc2n1 (stereo not given) | 0.8% | -10.4% | -8.5 | -0.5
CN1CCN(Cc2cc(C(C)(C)C)c(O)c(C(C)(C)C)c2)CC1 | -4.2% | 4.1% | 9.0 | 12.9
COc1ccc(CCNCc2ccncc2)cc1OC | -7.7% | -10.2% | 4.0 | 34.2
COc1ccccc1N=Cc1c(O)n(C)c(=O)n(C)c1=O | -5.1% | 2.3% | 6.9 | -8.3
CNC1C2CN3CCC(O2)C13 (stereo not given) | -2.6% | 0.1% | 2.9 | x
Cc1cc(OCC(=O)OC(C)(C)C)c2c3c(c(=O)oc2c1)CCC3 | 5.7% | -10.0% | -4.6 | 38.0
CCOC(=O)[C@@]12C(=O)C(=O)N[C@]1(c1ccccc1)C1OCCCC12 (stereo not given in full) | -1.6% | x | x | -11.6
CN1C2CCC1/C(=C/c1ccccn1)C(=O)/C2=C\c1ccccn1 | -1.4% | x | x | -109.0*
N#Cc1c(Cl)c(Cl)c(Cl)c(C#N)c1Cl | -4.1% | u | x | x
O=C(O)[C@H]1C[C@@H]1[C@H](NP(=O)(c1ccccc1)c1ccccc1)c1ccccc1 | -1.5%&1.5% | -3.9% | x | -82.3*
O=[N+]([O-])c1c(Cl)c(Cl)c(Cl)c(Cl)c1Cl | -0.9% | -9.2% | x | x
CN1CCN(Cc2nnc3n2-c2ccc(Cl)cc2C(c2ccccc2)=NC3)CC1 | 4.3% | x | x | -23.0
CC1CN(C)C(C)(C)CC1(O)c1ccccc1 (stereo not given) | -10.6% | 0.4% | 20.1 | u
CCC(C)n1c(O)c(/C=N/NC(=O)c2ccncc2)c(=O)[nH]c1=S (stereo not given) | -2.2% | x | x | 22.9
N#Cc1cc2c(nc1SCC(=O)Nc1cc(Cl)ccc1Cl)C1CCN2CC1 | 1.4% | x | 1.1 | 63.9
C/C=C(\C)C(=O)O[C@@H]1C(C)=C2[C@H]([C@@H]1OC(=O)CCCCCCC)[C@@](C)(OC(C)=O)C[C@@H](OC(=O)CCC)[C@@]1(O)[C@H]2OC(=O)[C@]1(C)O | -29.6% | 14.2% | 10.0 | x
COC(=O)C(O)(c1cn(C)c2ccccc12)C(F)(F)F (stereo not given) | -4.1% | -9.1% | -2.7 | -14.4
C[C@]1(O)CC[C@H]2[C@@H]3[C@@H](O)CC4=CC(=O)CC[C@@]4(C)[C@H]3CC[C@]21C | 3.7%[11.4 µM] | -6.6%[11.4 µM] | x | x
CCOC(=O)Cn1cc(C(=O)c2ccccc2F)c2ccccc21 | 6.2% | 1.6% | 4.8 | -9.0
Cc1cccc2c1=NC(=O)/C(=C/c1c(O)[nH]c(=O)[nH]c1=O)C=2 | -3.1% | x | -11.4 | -29.0
CN[C@@H](Cc1c[nH]c2ccccc12)C(=O)O | -2.1% | 0.5% | -0.8 | x
CN1CCN(c2ccc(NC(=O)Oc3ccccc3)cc2)CC1 | 1.4% | 6.6% | 2.6 | 34.8
c1cc(Cc2cnc[nH]2)ccn1 | -1.0% | 17.3% | x | x
CC1=C2CCC3C4CCC(=O)[C@@]4(C)CCC3[C@]2(C)CCC1=O (stereo not given in full) | -5.1% | -6.3% | x | x

Sorted by number of heavy atoms (ascending): some entries from above
SMILES | ALOX12 inhib | 15-hLO-2 inh | IMPase cell inh | PNC assembly inh
O=C(NC[P+](=O)O)OCc1ccccc1 | 2.2% | -1.2% | 4.7 | 32.5
CCCCSP(=O)(SCCCC)SCCCC | 3.4% | -5.9% | x | x
COc1ccc(CCNCc2ccncc2)cc1OC | -7.7% | -10.2% | 4.0 | 34.2

Screening results as filed in PubChem.
